RBX1-CUL1 inh – inhibitors of human ROC1-CUL1 ubiquitin ligase activity; in vitro K48 di-Ub FRET, acceptor:donor ratio, 45 min; inhibition, % at 10 µM; 140,000 compounds, 0.6% hits; AID 1347404, 2020; E3 ubiquitin-protein ligase RBX1 (Homo sapiens) + Cullin-1 (Homo sapiens), P62877+Q13616; in the data active = inhibition above about 25%
Target sequence (P62877 whole entry, looked up): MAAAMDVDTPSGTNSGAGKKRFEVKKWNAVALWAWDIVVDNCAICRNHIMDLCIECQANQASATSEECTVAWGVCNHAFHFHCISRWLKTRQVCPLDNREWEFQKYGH
Target sequence (Q13616 whole entry, looked up): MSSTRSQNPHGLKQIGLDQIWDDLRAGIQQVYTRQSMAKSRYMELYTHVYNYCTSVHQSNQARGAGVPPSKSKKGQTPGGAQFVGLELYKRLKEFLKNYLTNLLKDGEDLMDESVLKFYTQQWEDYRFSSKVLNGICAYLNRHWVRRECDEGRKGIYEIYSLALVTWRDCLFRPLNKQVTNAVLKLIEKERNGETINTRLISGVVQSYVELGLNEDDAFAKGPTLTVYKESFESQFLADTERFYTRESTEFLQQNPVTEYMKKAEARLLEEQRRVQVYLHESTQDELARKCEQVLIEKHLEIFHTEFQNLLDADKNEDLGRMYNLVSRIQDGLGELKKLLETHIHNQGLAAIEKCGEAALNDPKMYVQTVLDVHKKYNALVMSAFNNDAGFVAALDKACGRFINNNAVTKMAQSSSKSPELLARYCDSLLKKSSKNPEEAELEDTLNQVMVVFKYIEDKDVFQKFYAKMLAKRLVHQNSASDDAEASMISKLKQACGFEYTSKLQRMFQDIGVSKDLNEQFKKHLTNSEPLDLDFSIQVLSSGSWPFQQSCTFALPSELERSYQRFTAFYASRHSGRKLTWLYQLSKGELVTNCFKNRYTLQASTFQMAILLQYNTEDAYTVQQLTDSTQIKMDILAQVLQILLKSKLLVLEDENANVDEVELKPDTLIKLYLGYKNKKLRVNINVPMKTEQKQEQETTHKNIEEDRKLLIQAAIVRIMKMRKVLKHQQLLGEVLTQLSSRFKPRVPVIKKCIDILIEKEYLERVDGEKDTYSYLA
Starred values were filed as active, the others as inactive.

RBX1-CUL1 inh | structure
-2 | CN(CC1CCCCO1)C(=O)CC1(c2ccc(-c3ccccc3)cc2)CC(=O)N(C)C1=O (stereo unspecified)
-7 | CC(C)c1nn2c(=O)cc(COC(=O)c3ccc4c(c3)OCO4)nc2s1
5 | CCC(=O)Nc1ccc(C)cc1-c1nc2ccccc2n(CC(=O)c2ccc(C)cc2)c1=O
12 | CCC(=NCc1ccc(Cl)cc1)C1N=C(c2ccc(Cl)cc2)OC1=O (stereo unspecified)
-1 | Nc1nnnn1/N=C/C=C/c1ccccc1
2 | CC1CN(C(=O)N2CCC(C(=O)NCCC3=CCCCC3)CC2)c2cc(Cl)ccc2O1 (stereo unspecified)
-2 | Cc1ccc(-n2nnnc2CNC(=O)C(C)(C)C)cc1C
3 | O=C(Nc1cccc(Cl)c1)c1cc2nc(-c3ccccc3)cc(C(F)(F)F)n2n1
6 | Cc1cc(/C=N\NC(=O)Nc2ccccc2)c(C)n1-c1cc(C(=O)O)cc(C(=O)O)c1
4 | Cc1ccc2onc(CNC(=O)N(C)Cc3ccccc3)c2c1
0 | CC(C)NC(=O)N1C[C@H]2OC(=O)N(CCc3ccccn3)[C@H]2C1
6 | CN(C)CCNC(=O)c1ccc(OC2CCN(C(=O)C3CCCCC3)CC2)c(Cl)c1
2 | COc1ccc(Cc2nnc(SCC(=O)Nc3ccccc3OC)n2C)cc1
-5 | Cc1cccc(NC(=O)c2sc3nc(-c4ccccc4)cc(-c4ccc(Cl)cc4)c3c2N)c1C
5 | CCN(CC)CCN1C(=O)C(=O)C(C(=O)c2cccs2)C1c1ccc(C)o1 (stereo unspecified)
1 | Cc1ccc2[nH]c3c(c2c1)CCOc1ccccc1-3
-1 | Cc1cccc(-c2cc(C(=O)NCC(C)(C)CNC(=O)c3cc(-c4cccc(C)c4)nc4ccccc34)c3ccccc3n2)c1
-4 | Cc1cccc(-c2nc3c4ccccc4nc(N4CCN(c5cccc(Cl)c5)CC4)n3n2)c1
-5 | CCO/C=C1/C(=O)N(C(C)=O)c2ccccc21
-3 | CCOC(=O)c1ccc(NC(=O)C2CCCN2S(=O)(=O)c2ccc(C)cc2)cc1 (stereo unspecified)
-3 | COCCN1CCC(CNc2nncc(-c3c(OC)cccc3OC)n2)CC1
-4 | O=C1C2ON(c3ccccc3)C(c3cccc(Br)c3)C2C(=O)N1c1ccccc1 (stereo unspecified)
7 | O=C(CSc1nnnn1-c1ccccc1)Nc1ccc(OC(F)(F)F)cc1
0 | COCCN(C)C(=O)Cn1nnnc1CN(C)C(C)C
10 | Cc1n[nH]c(=S)n1/N=C/c1cc(Cl)ccc1O
-1 | O=C(c1ccc(Cl)cc1)c1conc1C(=O)c1ccc(Br)cc1
-5 | CCOc1ccccc1CNC(=O)CCCn1c(=O)c2cccn2c2cccnc21
-7 | COc1cc(CNCCSc2nnnn2C)ccc1OCc1ccccc1C
3 | Cc1cc(C)c(CS(=O)c2ccccc2)c(C)c1 (stereo unspecified)
-7 | CC1=C(C(=O)c2ccccc2)C2(OCCO2)C1=O

Some of the entries so far, with each value named.
structure: CCO/C=C1/C(=O)N(C(C)=O)c2ccccc21
  RBX1-CUL1 inh: -5
structure: CCOC(=O)c1ccc(NC(=O)C2CCCN2S(=O)(=O)c2ccc(C)cc2)cc1 (stereo unspecified)
  RBX1-CUL1 inh: -3

(more compounds)
RBX1-CUL1 inh | structure
6 | S=c1sscc1-c1ccccc1
60* | O=C1N(c2ccccc2)N=C(c2ccccc2)C1(Br)Br
-6 | CC(=O)Nc1ccccc1SCC(=O)Nc1cc(C)c(C)cc1Br
-1 | CCN(CC)CCn1c(=S)[nH]c2ccccc2c1=O
6 | CC1CCCc2sc3c(c21)c(=O)n(-c1ccccc1)c1nncn31 (stereo unspecified)
-2 | CCc1ccc(S(=O)(=O)c2cn(Cc3ccccc3)c3cc(N4CCCC4)c(F)cc3c2=O)cc1
-6 | O=C1CC(=C(c2ccccc2)c2ccccc2)C(=O)N1CCCCN1CCN(c2cccc(Cl)c2)CC1
-1 | O=C(CCC(=O)OCc1ccc(Cl)cc1Cl)Nc1cc(C(F)(F)F)ccc1Cl
2 | COc1ccccc1C1CN(Cc2c(C)n(C)n(-c3ccccc3)c2=O)Cc2ccccc2O1 (stereo unspecified)
-1 | CCS(=O)(=O)N1CCC(C(=O)Nc2ccc(Cl)cc2)CC1
4 | COc1ccc(-n2nnnc2C2CCN(S(=O)(=O)c3cccc(Cl)c3C)CC2)cc1
0 | Cc1ccc2c(c1)C(=O)CC(O)(C(F)(F)F)O2 (stereo unspecified)
7 | O=C(CN1CCOCC1)Nc1ccc(N2CCOCC2)cc1
-7 | CCc1ccc(C(=O)c2cn(CC(=O)Nc3cc(F)ccc3F)c3nc(C)ccc3c2=O)cc1
0 | CCC(=O)N(C)CC1CCCN(CCc2ccc(OC)cc2)C1 (stereo unspecified)
-8 | O=C(NNC(=O)c1cccnc1)NC12CC3CC(CC(C3)C1)C2
0 | COc1ccc(CC(=NC(=O)c2ccccc2)C(=O)O)cc1
3 | CC1=C(c2ccc(C)c(C)c2)S(=O)(=O)N(Cc2ccc(C(=O)Nc3cc(F)ccc3F)cc2)C1=O
-6 | COc1ccccc1NC(=O)C1C(C)=Nc2nc(SCc3ccccc3)nn2C1c1ccncc1 (stereo unspecified)
8 | Cc1nn(CCCC(=O)NCc2ccc(F)cc2)c(=O)c2c1sc1ccccc12
1 | Cc1cccc(CN2CCC(N3CCC(C(=O)N4CCCC4)CC3)CC2)n1
-4 | Cc1cccc(NC(=O)CSc2nnc(COc3ccccc3)n2C)c1
0 | CC(C)(C)c1ccc(CCC(=O)NCc2ccncc2)cc1
0 | Nc1c(C(=O)NCc2cccs2)nnn1CC(=O)Nc1cccc(F)c1
-7 | COCCOc1ccc(C(=O)Nc2c(C)cc(C)cc2C)cc1
2 | CC1(C)CC(=O)C2C(=NC3(C)CC2c2ccccc2O3)C1 (stereo unspecified)
5 | CC(C)c1ccc(-c2nc3c([nH]2)c(=O)n(C)c(=O)n3C)cc1
-3 | Cc1ccc(NC(=O)Cn2c(=O)ccc3cc(S(=O)(=O)N4CCCC4)ccc32)cc1N(C)C
-2 | CC(=O)Nc1ccc(N2C(=O)c3cccc4c(C(=O)c5ccccc5)ccc(c34)C2=O)cc1
1 | Cc1cc(N2CCC(C)CC2)nc2ccc(NC(=O)CCC(=O)N3CCN(c4ccccc4F)CC3)cc12
6 | O=C(c1ccc(Cl)cc1)N1CCCCC1CCN1CCOCC1 (stereo unspecified)
-12 | CCC(=O)N1CCc2cc(S(=O)(=O)CCC(=O)N3CCN(c4cccc(C)c4C)CC3)ccc21
2 | O=C(O)c1cc(Cl)cc(Cl)c1Sc1ccccc1
1 | CCOC(=O)N/N=C1\CCN(Cc2ccccc2)CC1C(=O)OCC (stereo unspecified)
-4 | COc1ccc(S(=O)(=O)NCc2nc3nc(C)cc(C)n3n2)cc1OC
-2 | Cc1cn2c3c(=O)n(Cc4ccccc4)c(=O)n(C)c3nc2n1-c1ccccc1N
1 | CNc1nc(-c2ccc(Br)cc2)cs1
8 | CCn1c(COc2ccc3c(c2)OCO3)nnc1SCC(=O)OC
-3 | CC(C)OC(=O)c1cccc(N=C2NC(=O)/C(=C\c3ccccc3OCc3ccccc3C#N)S2)c1
-8 | COc1ccc(C2C3=C(CCCC3=O)OC(=N)C2C#N)cc1COc1ccc(Cl)cc1 (stereo unspecified)
3 | COc1ccc(-c2nc(SCC(=O)NC3CCCC3)c(-c3ccc(C)cc3)[nH]2)cc1OC
-6 | CCN(CC)S(=O)(=O)c1ccc(C(=O)Nc2nc3c(Cl)cc(Cl)cc3s2)cc1
1 | COC(=O)CN1C(=O)S/C(=C/c2cc(C)n(-c3cc(C(=O)OC)ccc3C)c2C)C1=O
2 | CCOc1ccccc1NC(=O)c1cc2cc(C)ccc2n1C
-5 | Cc1nc2c3c(ccc2s1)CCCC3
14 | O=S1(=O)C(Cl)C(c2ccccc2)C2CCCCC21 (stereo unspecified)
-5 | COc1ccc(CCC(O)C2(O)CCCCC2)cc1 (stereo unspecified)
6 | COc1ccc(C)cc1NC(=O)NC1CCN(C)CC1
18 | COc1ccc(CCNC(=O)c2c(Cl)ccc(Cl)c2OC)cc1OC
-7 | O=c1c2cccnc2n(Cc2ccccc2F)c(=O)n1Cc1ccc(F)cc1
3 | Cc1ccc(NS(=O)(=O)Cc2ccc(Cl)cc2)cc1
7 | N#CC1C(=N)Oc2n[nH]c(C(F)(F)F)c2C1c1cccs1 (stereo unspecified)
3 | Cc1ccc(Cl)cc1N1CCN(C(=O)COc2ccc(Br)cc2)CC1
-3 | CCOc1cccc(Nc2nn(-c3ccc(OC(F)(F)F)cc3)nc2C(C)=O)c1
1 | COc1ccc(C(=O)N2CCCC(c3nc(-c4ccncc4)ncc3-c3ccccc3C)C2)c(OC)c1 (stereo unspecified)
-4 | Cc1oc(-c2ccccc2NS(C)(=O)=O)nc1CN(C)CC(C)Cc1ccc2c(c1)OCO2 (stereo unspecified)
-2 | Cc1ccc(C(=O)NCc2cccnc2N(C)C)cn1
10 | COC(=O)C1CCC(C)(C(=O)Nc2ccccc2)C1(C)C (stereo unspecified)
11 | COc1cc(/C=C(\C#N)c2nc3ccccc3[nH]2)ccc1OCc1ccccc1F
2 | Cc1cnc(NC(NC(=O)CC(C)C)(C(F)(F)F)C(F)(F)F)s1

Grouped by structure, those above with a thiophene ring, fused or not.
RBX1-CUL1 inh | structure
-5 | Cc1cccc(NC(=O)c2sc3nc(-c4ccccc4)cc(-c4ccc(Cl)cc4)c3c2N)c1C
5 | CCN(CC)CCN1C(=O)C(=O)C(C(=O)c2cccs2)C1c1ccc(C)o1 (stereo unspecified)
6 | CC1CCCc2sc3c(c21)c(=O)n(-c1ccccc1)c1nncn31 (stereo unspecified)
8 | Cc1nn(CCCC(=O)NCc2ccc(F)cc2)c(=O)c2c1sc1ccccc12
0 | Nc1c(C(=O)NCc2cccs2)nnn1CC(=O)Nc1cccc(F)c1
7 | N#CC1C(=N)Oc2n[nH]c(C(F)(F)F)c2C1c1cccs1 (stereo unspecified)

The list continues:
RBX1-CUL1 inh | structure
2 | CC(=O)c1ccc(NC(=O)C23CCC(C)(c4nc5ccccc5nc42)C3(C)C)cc1 (stereo unspecified)
-5 | COc1ccccc1Nc1cc(C(=O)NC2CCCC2)c2ccccc2n1
-3 | Cc1ccc(-n2nc3cc(C)c(NC(=O)COc4ccccc4)cc3n2)cc1
-5 | O=C1N=C(N2CCN(c3cccc4ccccc34)CC2)S/C1=C\c1ccccc1
-3 | COc1ccc(NC(=O)Nc2cccc(C)n2)c(OC)c1
1 | Cc1c(Cl)c(C(F)(F)F)nn1CC(=O)OC(C)C
8 | Cc1cc(C(=O)N2CCC3(CCCN(Cc4ccccc4F)C3=O)C2)no1 (stereo unspecified)
-5 | C=CCn1c(SCC(=O)Nc2ccc(Cl)c(Cl)c2)nnc1C1CC1
9 | CSCc1noc(CNC(=O)Nc2nnc(-c3cccs3)s2)n1
-7 | COc1ccc(CNC(=O)c2cc3c(=O)n(C)c4ccccc4c3n2C)c(OC)c1
2 | COC(=O)c1ccc(NC(=O)CSc2ncn[nH]2)cc1
4 | CC(C)(C)CN1CCCC(O)(CN2CCSCC2)C1=O (stereo unspecified)
-5 | COC(=O)c1c(NC(=O)COc2ccccc2)sc2c1C(C(=O)OC)CC2 (stereo unspecified)
1 | Cc1nn(C)cc1CNC(=O)CCC(=O)O
5 | CCc1ccc(OC(C)(C)C(=O)N2CCN(CC)CC2)cc1
0 | Cc1ccc(C2CCN(C(=O)Nc3ccc(C)c(C)c3)C2)cc1 (stereo unspecified)
6 | NC(=O)CSc1ncc2c(n1)-c1ccccc1N(Cc1ccc(Cl)cc1)S2(=O)=O
-7 | O=C(c1scc2c1OCCO2)N1CCc2onc(-c3cccc(F)c3)c2C1
5 | CN(Cc1cccc2cnccc12)[C@H]1CN(C(=O)C2CCC2)C[C@@H]1O
-3 | CC(C)(C)c1cc(C(=O)NNC2=NCN=C2)cc(C(C)(C)C)c1O
5 | Cc1cc(C)cc(NC(=O)CCN2C(=O)c3ccccc3Sc3ncccc32)c1
-1 | O=c1c2c(ncn1CCO)nc1n2CCC1
5 | COc1ccc(CCNC(=O)CSc2nc3sc4c(c3c(=O)n2-c2ccccc2)CCC4)cc1
-1 | Cc1ccc(S(=O)(=O)Nc2ccc(S(=O)(=O)N(C)Cc3ccccc3)cc2)cc1
13 | Cc1ccc(NCC(O)Cn2c(C)c(C)c3ccccc32)c(C)c1 (stereo unspecified)
13 | CC(Oc1ccc(Cl)cc1Cl)C(=O)NC(=S)Nc1ccc(C(N)=O)cc1 (stereo unspecified)
12 | CC(=O)n1c(Cl)c(NC(=O)c2cccnc2)c2ccccc21
3 | COC(=O)NC(=O)c1cc2cc(I)cc(I)c2oc1=O
6 | Cc1ccc(NC(=O)C2CCN(C(=O)c3cnn(-c4ccccc4)c3-n3cccc3)CC2)cc1Cl
-3 | Cc1cc(NC(=O)c2nc(-c3ccccc3)n(-c3ccccc3)n2)n[nH]1

Sorted by formula weight (descending): part of the list above
RBX1-CUL1 inh | structure
5 | COc1ccc(CCNC(=O)CSc2nc3sc4c(c3c(=O)n2-c2ccccc2)CCC4)cc1
13 | CC(Oc1ccc(Cl)cc1Cl)C(=O)NC(=S)Nc1ccc(C(N)=O)cc1 (stereo unspecified)
5 | Cc1cc(C)cc(NC(=O)CCN2C(=O)c3ccccc3Sc3ncccc32)c1
-7 | O=C(c1scc2c1OCCO2)N1CCc2onc(-c3cccc(F)c3)c2C1
12 | CC(=O)n1c(Cl)c(NC(=O)c2cccnc2)c2ccccc21

(cont.)
RBX1-CUL1 inh | structure
-5 | CC1(C)C=C(N2CCOCC2)c2ccccc2O1
-3 | C=CCOc1ccc(CNc2nn[nH]n2)cc1
1 | Nn1c(=S)[nH]nc(Cc2ccc(O)cc2)c1=O
-2 | O=C(CSc1nnc(-c2ccncc2)n1/N=C/c1ccc(Cl)cc1)N/N=C/c1ccc([N+](=O)[O-])cc1
-3 | COc1ccccc1OCC(=O)c1ccc(Cl)cc1
7 | CC1CS/C(=C(\C(=O)O)C(=O)/C=C/c2ccccc2)S1 (stereo unspecified)
2 | O=C(/C=C/c1ccc(Cl)c(Cl)c1)n1cccn1
1 | O=C(NC1CC(=O)N(C2CCCCCC2)C1)c1cc[n+]([O-])cc1 (stereo unspecified)
-15 | O=C1CN(C(=O)c2ccc(S(=O)(=O)N3CCCCC3)cc2)C(c2ccc(F)cc2)c2cc(Br)ccc2N1 (stereo unspecified)
8 | COc1ccc(Cl)cc1-n1nnc(C(=O)NC(C)C)c1C

Bioassay records: PubChem, Icahn School of Medicine at Mount Sinai

Not all compounds are listed, so the mix of outcomes need not match the whole.
